# Nrf2 block: blocks Nrf2 signaling; AID 504444; 360,000 compounds, 2.1% hits; Potency, µM (highest dose often 46 µM), without a hit: at the top dose activity change, negative = inhibition, most hits filed as inhibitors; A549 ARE-Fluc reporter, luciferase luminescence, 18-24 h; note: potency is the fitted concentration of half-maximal effect; % is set by controls: 0 for no effect and ±100 for the full control effect; nearly all actives have a fitted effect of over 60% in size
#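 Quantitative HTS in A549 cells stably bearing an antioxidant response element-firefly luciferase construct. Inhibition of Nrf2-driven transcription was scored by luminescence after 18-24 h of compound exposure at 37 °C.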
# TGFb inhibitor: blocks TGF-b signaling | Potency, µM (doses to about 46.1 µM), for inactives: top-dose activity, negative = inhibition, usual class: inhibitors | 410,000 compounds, 1.2% hits | HepG2 CAGA-GFP TGF-b/SMAD3 reporter, GFP fluorescence, 18 h; TGF-beta stimulated, 500 pg/mL final | AID 588855; note: potency is the fitted concentration of half-maximal effect; % is set by controls: 0 for no effect and ±100 for the full control effect; nearly all actives have a fitted effect of over 65% in size
#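 Read-out: total well GFP (ex488/em500-530) summed from mean per-cell fluorescence. Cells: HEPG2 CAGA-GFP, 1% FBS DMEM, 18 h at 37 degrees C with 500 pg/mL final TGF-beta. Unstimulated wells served as the full-inhibition control; stimulated DMSO wells = 0%.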
# Nrf2 ARE act: activators of Nrf2 (ARE) signaling; Potency, µM (highest dose often 46.1 µM), without a hit: at the top dose activation, most hits filed as activators; AREc32 ARE-luciferase reporter (MCF7-derived line), luminescence, 24 h; 410,000 compounds, 0.31% hits; AID 624171; note: potency is the fitted concentration of half-maximal effect; % of control where 0% means no effect; nearly all actives have a fitted effect of over 65% in size
#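 Luminescent ARE reporter assay in AREc32_Fluc cells: overnight plating at 37 deg C, 24 hr compound incubation, Steady-Glo added, 30 min RT before reading.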
# ATXN2 expr inh: inhibitors of ATXN2 expression | HEK-293 ATXN2-luciferase reporter, luminescence, 24 h | Potency, µM (titrated, usually from 57 µM), without a hit: top-dose activity change, negative = inhibition, most hits filed as inhibitors | 360,000 compounds, 0.72% hits; note: potency is the fitted concentration of half-maximal effect; % is set by controls: 0 for no effect and ±100 for the full control effect; nearly all actives have a fitted effect of over 55% in size
#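 ATXN2-luciferase reporter cells (luciferase flanked by upstream and downstream ATXN2 gene portions) were treated 24 h at 37 °C with compounds at up to 57 uM. SteadyGlo luminescence gave expression; GF-AFC fluorescence gave viability.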
# IL-2 act: activators of IL-2; IL-2 activation reporter assay, cell-based qHTS; stimulated with anti-CD3/CD4/CD28 beads; in transgenic mouse T cells; activation, % (series mostly up to about 46 µM); 360,000 compounds, 0.065% hits; AID 652025; in the data active = activation above about 50%; inconclusive = mostly about 30% to 49%; note: 0% is about no effect
#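 Readout: EGFP and DsRed signals by fluorescent plate cytometry. Unstimulated transgenic mouse T cells received compound 60 min before antibody-bead stimulation, then incubated 18 h at 37 degrees C.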
# HepG2 viability: counter-screen for TGF-b inhibitors: cytotoxicity in HepG2 cells; HepG2 CAGA-GFP viability, ATP luminescence, 18 h; Potency, µM (top dose mostly 46.1 µM), without a hit: at the highest dose activity change, negative = cytotoxicity, actives largely listed as cytotoxic; 410,000 compounds, 0.76% hits; AID 588856; note: potency is the fitted concentration of half-maximal effect; some results filed as inactive show a strong effect at the top dose
#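 HepG2 CAGA-GFP cells (1000/well, DMEM with 1% FBS) received compound, then TGF-beta at 500 pg/mL final, and were incubated 18 hours at 37 degrees C. Viability was read by CellTiter-Glo luminescence. Media-only wells were set as complete cell-killing and DMSO as no toxicity.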
# A549 tox: kills or reduces viability of A549 cells in Nrf2 counter-screen; A549 ARE-Fluc cells, CellTiter-Fluor viability, 18-24 h; Potency, µM (highest dose often 46 µM), without a hit: at the top dose activity change, negative = cytotoxicity, actives largely listed as inhibitors; 390,000 compounds, 0.16% hits; AID 504648; note: potency is the fitted concentration of half-maximal effect; % is set by controls: 0 for no effect and ±100 for the full control effect
#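 A549 ARE_Fluc cells in 5% FBS OPTI-MEM were exposed to compounds in concentration-response for 18-24 h at 37 deg C. Viability was read by CellTiter-Fluor fluorescence (Ex 405/Em 525) after 30 min, before the luciferase read.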
# ATXN viability: cell viability loss in ATXN counter-screen; 400,000 compounds, 0.49% hits; S2 cells (HEK-293 line with an ATXN2-luciferase reporter) viability, CellTiter-Fluor protease fluorescence, 24 h; Potency, µM (series often up to 56.7 µM), most hits filed as cytotoxic; note: potency is the fitted concentration of half-maximal effect; nearly all actives have a fitted effect of over 40% in size
# EPAC2 ag: EPAC2 (human) agonism; Potency, µM (series often up to 154 µM), for the others: at the top dose activation, actives largely listed as activators; 360,000 compounds, 0.079% hits; EPAC2 activation, biochemical qHTS; response scale: 100% = 6.5 mM cAMP response; note: potency is the fitted concentration of half-maximal effect; nearly all actives have a fitted effect of over 50% in size
# Target sequence (Q8WZA2 whole entry, looked up): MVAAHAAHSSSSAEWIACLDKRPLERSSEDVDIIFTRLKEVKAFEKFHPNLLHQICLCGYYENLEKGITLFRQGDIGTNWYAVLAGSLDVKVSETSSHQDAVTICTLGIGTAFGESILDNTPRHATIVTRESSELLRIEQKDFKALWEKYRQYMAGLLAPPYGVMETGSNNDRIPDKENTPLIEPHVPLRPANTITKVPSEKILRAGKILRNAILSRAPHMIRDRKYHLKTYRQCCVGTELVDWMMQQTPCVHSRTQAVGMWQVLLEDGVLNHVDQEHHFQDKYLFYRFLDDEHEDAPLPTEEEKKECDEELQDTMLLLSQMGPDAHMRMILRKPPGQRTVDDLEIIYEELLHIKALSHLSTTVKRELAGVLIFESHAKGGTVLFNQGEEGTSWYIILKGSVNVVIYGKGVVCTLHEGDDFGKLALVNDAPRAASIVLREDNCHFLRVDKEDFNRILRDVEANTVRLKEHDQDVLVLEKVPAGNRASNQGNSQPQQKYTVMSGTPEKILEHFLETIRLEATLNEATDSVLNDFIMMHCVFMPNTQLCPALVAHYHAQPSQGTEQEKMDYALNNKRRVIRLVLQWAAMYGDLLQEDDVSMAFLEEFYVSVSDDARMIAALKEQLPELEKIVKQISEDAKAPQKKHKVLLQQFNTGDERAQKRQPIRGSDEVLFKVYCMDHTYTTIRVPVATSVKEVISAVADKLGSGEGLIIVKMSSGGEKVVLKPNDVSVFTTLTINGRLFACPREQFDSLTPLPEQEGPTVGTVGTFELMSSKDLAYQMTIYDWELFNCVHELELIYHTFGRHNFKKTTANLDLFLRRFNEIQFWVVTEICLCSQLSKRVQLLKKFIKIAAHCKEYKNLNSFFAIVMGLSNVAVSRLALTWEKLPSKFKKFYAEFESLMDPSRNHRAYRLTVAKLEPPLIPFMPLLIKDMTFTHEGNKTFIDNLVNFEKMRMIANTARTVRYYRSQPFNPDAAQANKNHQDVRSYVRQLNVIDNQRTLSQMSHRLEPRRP
#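 Exchange assay: 100 nM EPAC2 with 250 nM Rap1B-BODIPY-GDP and 50 uM GDP. Fluorescence (ex 480/em 540 nm) read every 5 min for 30 min at room temperature. Data normalized to 6.5 mM cAMP as agonist control.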
# * hit, by the source's call; i = inactive; ? = inconclusive; nt = no result given; & = joins results of further samples; [ ] = remark or other dose. Unless noted, calls come from the whole dose curve; as a rule, active = well fitted curve in the direction sought with a large enough effect; inconclusive = small, poorly fitted or top-dose-only effect, or another doubt; inactive = no such curve, though single readings can be large; an effect the other way counts as inactive or inconclusive.
entry | SMILES | IL-2 act | ATXN viability | Nrf2 ARE act | ATXN2 expr inh | Nrf2 block
1 | CNC1(C(N)=O)CCN(Cc2ccccc2)CC1 | 0.1 | ? | 0.3% | -18% | -6%
2 | Cc1ccc(Cl)cc1N1CCN(S(=O)(=O)c2ccc3[nH]c(=O)c(=O)[nH]c3c2)CC1 | 0.8 | i | 0.0% | 2% | 5%
3 | O=C(CSc1nc(=O)n(CCN2CCOCC2)c2c1CCC2)Nc1ccc(F)cc1F | nt | nt | 3.4% | nt | nt
4 | CC(C)C[C@H](CO)Nc1nc(N(C)c2cccc(Cl)c2)c2ncn(C(C)C)c2n1 | 0.6 | ? | 2.9% | ? | 10%
5 | O=C(CCSCc1cccc(Cl)c1)NCCc1ccc(Cl)cc1 | -4.1 | i | 0.1%&-0.6% | -12% | 3%
6 | Cc1cccc(-c2n[nH]c([N+](=O)[O-])n2)c1 | -1.3 | i | -0.1% | 2% | 14%
7 | CC(C)(C)c1ccc(CN(Cc2ccco2)c2cnc(S(C)(=O)=O)nc2C(=O)Nc2ccc(F)cc2)cc1 | nt | i | 7.3% | 16% | 2%
8 | COc1ccccc1CCC(=O)N1CCC(n2nccc2NC(=O)C2CCOC2)CC1 (configuration not stated) | -2.7 | ? | -0.4% | -5% | -1%
9 | CC(=O)N(C(C)=O)N1C(=O)/C(=C/c2ccc(Cl)cc2)SC1=S | -0.2 | ? | 8.0% | ? | ?
10 | CC1(NC(=O)NCCCCCCNC(=O)NC2(C)CCS(=O)(=O)C2)CCS(=O)(=O)C1 (configuration not stated) | 0.5 | i | 0.3% | 9% | 7%
11 | Cc1ccc(N2CC(C(=O)Oc3cccc(N4C(=O)CCC4=O)c3)CC2=O)cc1 (configuration not stated) | -0.6 | i | 0.0% | -8% | 17%
12 | CCOC(=O)c1ccccc1NC(=O)CSc1nnc(C)c(=O)[nH]1 | -1.2 | i | -0.4% | -16% | -1%

entry | TGFb inhibitor | A549 tox | EPAC2 ag | HepG2 viability
1 | 0% | 3% | 10% | 4%
2 | -16% | 4% | 18% | -7%
3 | 0% | 16% | nt | 2%
4 | ? | -19% | 13% | -31%
5 | ? | 11%&10% | 3% | -19%&5%
6 | -11% | -17% | -3% | -10%
7 | -8% | 3% | nt | 4%
8 | -12% | 1% | 10% | -81%
9 | 16µM* | -7% | 1% | -36%
10 | 3% | 1% | -1% | -1%
11 | 19% | -1% | 9% | -18%
12 | 15% | 0% | 6% | 5%

# (list continues)
entry | SMILES | IL-2 act | ATXN viability | Nrf2 ARE act | ATXN2 expr inh | Nrf2 block
13 | Cc1ccccc1-c1cnc(C(O)c2cccc(C)c2C)[nH]1 (configuration not stated) | 0.8 | i | 3.3% | -2% | nt
14 | CCCN(CCC)CCNC(=O)c1nn(C)c2c1CS(=O)(=O)c1ccccc1-2 | nt | ? | 0.6% | 4% | -3%
15 | COc1ccc(CCNC(=O)CN(c2cc(C)cc(C)c2)S(=O)(=O)c2c(C)noc2C)cc1OC | 0.4 | i | -0.5% | nt | ?
16 | O=C(Nc1ccc(S(=O)(=O)Nc2ccc(Cl)cc2)cc1)C1CCCO1 (configuration not stated) | 0.2 | i | 0.3% | -18% | nt
17 | Cc1ccc(N=c2oc3cc(O)ccc3cc2C(N)=O)cc1 | 0.4 | nt | -0.2% | 20% | 21µM*
18 | CCOc1ncccc1C(=O)Nc1nc(SC)ns1 | -3.2 | i | 18% | 19%[11.3 µM] | ?
19 | CCOc1ccccc1NC(=O)Cc1coc2cc(C)ccc12 | -0.2 | i | 3.7% | -13% | nt
20 | OC(CN1CCCCC1)c1ccc(Br)cc1 (configuration not stated) | -0.6 | i | -0.5% | -10% | -1%
21 | COc1cc(C2NC(=S)NC(C)=C2C(=O)Nc2cc(C)cc(C)c2)ccc1O (configuration not stated) | -1.4 | i | -0.2% | -2% | 2%
22 | COc1ccc(-c2nc(S(=O)(=O)c3ccc(C)cc3)c(N3CCCC3)o2)cc1 | -2.1 | i | -0.5% | -1% | -8%
23 | CCn1c(SCC(=O)c2ccccc2)nnc1-c1cccs1 | -0.7 | i | 2.2% | 53%[activator] | ?
24 | Cn1c(SCc2ccccc2)nnc1-c1ccncc1 | 0.3 | i | -0.4% | 1% | 0%
25 | Cc1cccc(N2CCN(C(=O)CN3C(=O)NC(C)(C)C3=O)CC2)c1C | -1.9 | i | 0.1% | 0% | 13%
26 | CC(=O)Nc1sc(C)c(C)c1C(=O)OCC(=O)NCc1ccc(F)cc1 | 0.7 | i | 4.6% | -9% | 6%
27 | O=C(NCc1ccccc1Cl)c1ccc2c(c1)N(Cc1ccccc1)C(=O)CS2 | nt | nt | 0.8% | nt | nt

entry | TGFb inhibitor | A549 tox | EPAC2 ag | HepG2 viability
13 | -1% | nt | 10% | -5%
14 | 18% | 5% | nt | 0%
15 | -1% | -3% | 0% | -21%
16 | -3% | -1% | 1% | -6%
17 | 14% | 2% | -18% | -29%
18 | -4% | 15% | 6% | -10%
19 | 7% | 1% | 17% | 0%
20 | -8% | 3% | 8% | -13%
21 | 2% | -23% | 13% | -45%
22 | -5% | 1% | 1% | 3%
23 | -4% | -3% | -4% | 1%
24 | 17% | 0% | 5% | 9%
25 | 4% | 1% | 12% | 2%
26 | 3% | 0% | 6% | 1%
27 | ? | 1% | nt | -14%

# Compound activity from PubChem.
